Coupling enz = inhibits coupling enzyme system, counter-screen for aldolase hits; coupling enzyme system counterscreen, AmpLite Red fluorescence; 290,000 compounds, 0.67% hits; activity change, negative = inhibition, % at 58.2 µM, hits read low; in the data active = activity change below about -30%; note: % is set by controls: 0 for no effect and ±100 for the full control effect
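Compounds tested against the coupling enzymes alone at 57.5 uM final; readout was AmpLite Red fluorescence (525/598 nm) after 20 min at RT.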
MBNL1 CUG block = inhibitors of human MBNL1 binding to CUG repeat RNA; AID 2675; TR-FRET MBNL1-His/biotin-(CUG)12 binding, 665/545 ratio; Potency, µM (top dose mostly 57.5 µM), for inactives: at the highest dose activity change, negative = inhibition, actives largely listed as inhibitors; Q9NR56; 280,000 compounds, 0.036% hits; active = well fitted inhibition curve with a large enough effect in the signal ratio, with a control signal flat, not every such curve was filed as active; inconclusive = small, poorly fitted or top-dose-only effect, or effect the other way, or a change in a side signal; inactive = no such curve, though single readings can be large or run the other way; the % refers to the signal ratio; note: potency is the fitted concentration of half-maximal effect; % is set by controls: 0 for no effect and ±100 for the full control effect
Target sequence (Q9NR56 whole entry, looked up): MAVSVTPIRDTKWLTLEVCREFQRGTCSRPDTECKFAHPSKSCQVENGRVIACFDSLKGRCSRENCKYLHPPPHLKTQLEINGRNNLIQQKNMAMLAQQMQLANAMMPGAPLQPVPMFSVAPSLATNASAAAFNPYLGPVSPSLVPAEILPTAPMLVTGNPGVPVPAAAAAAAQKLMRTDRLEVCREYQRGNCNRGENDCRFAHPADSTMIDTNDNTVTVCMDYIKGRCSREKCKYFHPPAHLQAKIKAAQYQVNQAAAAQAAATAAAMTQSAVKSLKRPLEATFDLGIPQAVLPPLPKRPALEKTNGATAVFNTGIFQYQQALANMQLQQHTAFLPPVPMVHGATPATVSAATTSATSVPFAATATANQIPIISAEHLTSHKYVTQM
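TR-FRET between His-tagged MBNL1 and biotin-(CUG)12 RNA, detected with Tb anti-His antibody (0.055 ng/ul) and streptavidin-XL665 (5 nM), 60 min at room temperature. Compounds titrated 92 nM to 58 uM; 665/545 nm ratio normalized to buffer and complex controls.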
KCNH2 WT inh = KCNH2 (human, wildtype) channel inhibition; Q12809; U2OS, BacMam KCNH2, thallium flux FluxOr; active compounds read low; activity change, % at 1.84 µM; 340,000 compounds, 0.37% hits; AID 720551;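 active = maximum activity change below -70%; inconclusive = maximum activity change between -70% and -50%; inactive = maximum activity change above -50%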; note: % is set by controls: 0 for no effect and ±100 for the full control effect
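U2OS cells were transduced with wild-type KCNH2 virus (2.03 x 10^8 / mL) for 4 h at room temperature, then cultured overnight at 37 C. Thallium flux was read with FluxOr dye. Rate constants were normalized to DMSO controls.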
GALK inh = galactokinase (human) inhibition | P51570 | Purified GALK, Kinase-Glo residual ATP luminescence | Potency, µM (titrated, usually from 57.5 µM), inactives show top-dose activity change, negative = inhibition, usual class: inhibitors | 270,000 compounds, 0.007% hits | AID 1868; note: potency is the fitted concentration of half-maximal effect; % is set by controls: 0 for no effect and ±100 for the full control effect
Target sequence (P51570 whole entry, looked up): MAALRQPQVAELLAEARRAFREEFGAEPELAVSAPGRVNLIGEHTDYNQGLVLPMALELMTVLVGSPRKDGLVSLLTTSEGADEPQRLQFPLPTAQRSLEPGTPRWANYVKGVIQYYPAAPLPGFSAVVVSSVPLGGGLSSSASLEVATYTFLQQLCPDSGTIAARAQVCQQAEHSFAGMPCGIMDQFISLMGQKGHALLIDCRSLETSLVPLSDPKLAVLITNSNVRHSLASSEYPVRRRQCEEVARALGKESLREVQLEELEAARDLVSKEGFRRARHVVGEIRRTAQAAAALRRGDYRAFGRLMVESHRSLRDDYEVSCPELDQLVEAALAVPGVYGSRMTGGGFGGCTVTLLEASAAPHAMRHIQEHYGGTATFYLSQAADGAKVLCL
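Human GALK (5 nM) with 35 uM ATP and 100 uM galactose in 20 mM HEPES pH 8.0, 5 mM MgCl2, 60 mM NaCl, 1 mM DTT, 0.01% BSA. After 1 h at room temperature, leftover ATP was read by Kinase-Glo Plus luminescence.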
S-ASM inh = blocks human secretory acid sphingomyelinase. AID 504937. Potency, µM (top dose mostly 57.5 µM), without a hit: top-dose activity change, negative = inhibition, hits mostly inhibitors. 340,000 compounds, 0.006% hits. P17405. placental ASM, HMU-PC fluorogenic substrate, 60 min; note: potency is the fitted concentration of half-maximal effect
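Human placenta-derived ASM preincubated with compound 10 min at room temperature, then reacted with 9 uM (final) fluorogenic HMU-PC substrate for 60 min at 37 C. Stop solution raises pH to 10; fluorescence read at Ex 386/Em 447 nm.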
AT treatment = candidate therapy for ataxia-telangiectasia; […] A-T fibroblasts, KAP-1 phosphorylation AlphaLISA; neocarzinostatin DNA damage 30 min before lysis; Potency, µM (titrated, usually from 57.5 µM), for the others: at the top dose activation, actives largely listed as activators; 320,000 compounds, 0.19% hits; note: potency is the fitted concentration of half-maximal effect; % of control where 0% means no effect; nearly all actives have a fitted effect of over 45% in size
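ATM-like activity read as KAP-1 phosphorylation via AlphaLISA donor/acceptor antibody pairs after lysis and 6 hr at 25C. Cells were ATM-null patient fibroblasts ([…], hTERT), dosed 60 min, then exposed to the DSB inducer NCS for 30 min.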
a7 integrin act = activators of alpha7 integrin expression for muscular dystrophy; alpha7betagal myoblasts, beta-gal FDG fluorescence, 48 h; AID 624291; 350,000 compounds, 0.064% hits; Potency, µM (doses to about 38.3 µM), for the others: top-dose activation, usual class: activators;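 note: potency is the fitted concentration of half-maximal effect; 100% = response of the positive control SU9516; nearly all actives have a fitted effect of over 60% in size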
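alpha7betagal+/- myoblasts (passage 13, 250/well) treated 48 h at 37C with compounds at 1:260 dilution of DMSO stock. Lysed, then beta-galactosidase activity read as FDG fluorescence (ex 480/em 540) after 30 min, with pre-read for autofluorescence.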
KCNH2 3.1 inh = KCNH2 3.1 (human) potassium channel inhibition; U2OS KCNH2 3.1, thallium flux FluxOr; active compounds read low; activity change, % (tested at about 1.8 µM); 340,000 compounds, 0.95% hits;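 active = maximum activity change below -70%; inconclusive = maximum activity change from -70% to -50%; inactive = maximum activity change above -50%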;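 note: thallium influx rate constant from kinetic fluorescence after stimulation buffer; % is set by controls: 0 for no effect and ±100 for the full control effect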
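Measured as rate of thallium-driven FluxOr signal in transduced U2OS cells carrying the 3.1 channel, read kinetically for 2 min upon stimulation; values are rate constants scaled to DMSO control wells.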
TRPV1 ag = activates the human vanilloid receptor TRPV1; TRPV1-expressing cells, Fluo-8 calcium influx, agonist mode; activation, % at 8.33 µM; 320,000 compounds, 0.19% hits; in the data active = activation above about 80%; inconclusive = between about 30% and that limit; note: 0% is about no effect
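Cells expressing TRPV1 were dye-loaded with Fluo-8 and read kinetically: 10 s baseline, 3 min after compound (agonist portion), then 2 min after EC20 capsaicin (allosteric enhancer portion). Calcium-bound dye fluorescence at 480/520 nm.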
MLL CXXC-DNA inh = inhibitors of human MLL CXXC domain-DNA interaction; Q03164; Potency, µM (highest dose often 115 µM), without a hit: at the highest dose activity change, negative = inhibition, most hits filed as inhibitors; MLL-CXXC / FITC-HOXA9 DNA fluorescence polarization; 290,000 compounds, 0.037% hits; active = well fitted inhibition curve with a large enough effect in the polarisation, with a control signal flat, not every such curve was filed as active; inconclusive = small, poorly fitted or top-dose-only effect, or effect the other way, or a change in a side signal; inactive = no such curve, though single readings can be large or run the other way; the % refers to the polarisation; note: potency is the fitted concentration of half-maximal effect
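Fluorescence polarization: 7 uM MLL-CXXC (stock) preincubated 5 min with compounds, then 50 nM fluorescein-HOX-A9 DNA (stock) added; 30 min ambient. Buffer 50 mM Tris-HCl pH 7.5, 50 mM NaCl, 1 mM DTT, 0.05% BSA.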
An asterisk follows results filed as active; [ ] = another dose, or the depositor's remark. Unless noted, calls come from the whole dose curve; as a rule, active = well fitted curve in the direction sought with a large enough effect; inconclusive = small, poorly fitted or top-dose-only effect, or another doubt; inactive = no such curve, though single readings can be large; an effect the other way counts as inactive or inconclusive.

Screening CCOc1ccc(/C=C/C(=O)NCCc2ccc(OC)c(OC)c2)cc1 returned Coupling enz -1, MBNL1 CUG block 2%, KCNH2 WT inh 4, GALK inh 2%, S-ASM inh -1%, AT treatment -3%, a7 integrin act 10%, KCNH2 3.1 inh 1, TRPV1 ag 14 and MLL CXXC-DNA inh -1%.
For CCN(CC(=O)Nc1cc(Cl)ccc1C)C(=O)CN1C(=O)NC2(CCCC2)C1=O the results were KCNH2 WT inh 5, S-ASM inh 2%, AT treatment 16%, a7 integrin act -9%, KCNH2 3.1 inh -2 and TRPV1 ag -2.
Screening O=[N+]([O-])c1ccc(O)c2cccnc12 returned Coupling enz -17, MBNL1 CUG block inconclusive, KCNH2 WT inh 2, GALK inh -2%, S-ASM inh -5%, AT treatment 0%, a7 integrin act -13%, KCNH2 3.1 inh 8, TRPV1 ag 1 and MLL CXXC-DNA inh -6%.
For CCOc1ccc(S(=O)(=O)N2CCN(C(=O)c3ccc(Cl)c(S(=O)(=O)N4CCOCC4)c3)CC2)cc1 the results were KCNH2 WT inh -7, S-ASM inh -2%, a7 integrin act 8% and KCNH2 3.1 inh 2.
`CC(=O)/C(=N/Nc1ccc(C)cc1)Sc1nnc(CCc2ccccc2)n1-c1ccccc1` gave Coupling enz -3, KCNH2 WT inh 7, GALK inh 1%, S-ASM inh 1%, AT treatment 2%, a7 integrin act -4%, KCNH2 3.1 inh 5, TRPV1 ag -1 and MLL CXXC-DNA inh -6%.
Cc1ccc(C)c2sc(N)nc12 was read as Coupling enz -2, MBNL1 CUG block 4%, KCNH2 WT inh 5, GALK inh 6%, S-ASM inh 0%, AT treatment -2%, a7 integrin act 4%, KCNH2 3.1 inh 2, TRPV1 ag 1 and MLL CXXC-DNA inh -2%.
`C[C@]12CC(O)C3C(CCC4=CC(=O)CC[C@@]43C)C1CCC2c1csc(-c2ccccc2)n1` (stereo not given in full) gave Coupling enz 1, MBNL1 CUG block 2%, KCNH2 WT inh -14, GALK inh 3%, S-ASM inh -1%, AT treatment -1%, a7 integrin act -15%, KCNH2 3.1 inh 4, TRPV1 ag 5 and MLL CXXC-DNA inh 9%.
`CC1(C)CC(NC(=O)COc2ccc3ccccc3c2)CC(C)(C)N1` gave Coupling enz 0, MBNL1 CUG block -14%, KCNH2 WT inh 21, GALK inh 0%, S-ASM inh -2%, AT treatment -3%, a7 integrin act -51%[inhibitor], KCNH2 3.1 inh -6, TRPV1 ag 1 and MLL CXXC-DNA inh 19%.
For CC(=O)N1CCN(C(=O)c2ccc3oc(CCCc4ccccc4)nc3c2)CC1 the results were Coupling enz 3, MBNL1 CUG block -8%, KCNH2 WT inh -3, GALK inh -1%, S-ASM inh 0%, AT treatment 11%, a7 integrin act 18%, KCNH2 3.1 inh -10, TRPV1 ag 2 and MLL CXXC-DNA inh 6%.
COc1ccc(C(=O)NCC(c2ccco2)N2CCc3ccccc3C2)cc1 (stereo not given) was read as KCNH2 WT inh -3, S-ASM inh 2%, AT treatment -4%, a7 integrin act -11%, KCNH2 3.1 inh 6 and TRPV1 ag 15.
`Cc1cccc(NC(=O)CSc2nnc(-c3ccccc3)n2N)c1` gave Coupling enz 0, MBNL1 CUG block 7%, KCNH2 WT inh -8, GALK inh 1%, S-ASM inh -2%, AT treatment inconclusive, a7 integrin act 14%, KCNH2 3.1 inh -1, TRPV1 ag -4 and MLL CXXC-DNA inh -7%.
`COc1ccc(COn2c(=O)c(C)[n+]([O-])c3ccccc32)cc1OC` gave Coupling enz -3, MBNL1 CUG block inconclusive, KCNH2 WT inh 6, GALK inh -3%, S-ASM inh 13%, AT treatment -2%, a7 integrin act -27%, KCNH2 3.1 inh 2, TRPV1 ag -1 and MLL CXXC-DNA inh 10%.

By substructure, the entries above containing a halogen
For CCN(CC(=O)Nc1cc(Cl)ccc1C)C(=O)CN1C(=O)NC2(CCCC2)C1=O the results were KCNH2 WT inh 5, S-ASM inh 2%, AT treatment 16%, a7 integrin act -9%, KCNH2 3.1 inh -2 and TRPV1 ag -2.
For CCOc1ccc(S(=O)(=O)N2CCN(C(=O)c3ccc(Cl)c(S(=O)(=O)N4CCOCC4)c3)CC2)cc1 the results were KCNH2 WT inh -7, S-ASM inh -2%, a7 integrin act 8% and KCNH2 3.1 inh 2.

Two records drawn at random from those above:
`Cc1cccc(NC(=O)CSc2nnc(-c3ccccc3)n2N)c1` gave Coupling enz 0, MBNL1 CUG block 7%, KCNH2 WT inh -8, GALK inh 1%, S-ASM inh -2%, AT treatment inconclusive, a7 integrin act 14%, KCNH2 3.1 inh -1, TRPV1 ag -4 and MLL CXXC-DNA inh -7%.
`CC(=O)/C(=N/Nc1ccc(C)cc1)Sc1nnc(CCc2ccccc2)n1-c1ccccc1` gave Coupling enz -3, KCNH2 WT inh 7, GALK inh 1%, S-ASM inh 1%, AT treatment 2%, a7 integrin act -4%, KCNH2 3.1 inh 5, TRPV1 ag -1 and MLL CXXC-DNA inh -6%.

(further entries)
CC(=O)Nc1ccc(S(=O)(=O)NCC2(N3CCOCC3)CCCCC2)cc1 was read as KCNH2 WT inh 2, S-ASM inh 7%, AT treatment inconclusive, a7 integrin act 17%, KCNH2 3.1 inh 3 and TRPV1 ag 2.
`Cc1cccc(NC(=O)CNC(=O)Cn2cc(C(F)(F)F)cc(Cl)c2=O)c1C` gave KCNH2 WT inh -1, S-ASM inh -3%, AT treatment -1%, a7 integrin act -6%, KCNH2 3.1 inh -16 and TRPV1 ag 1.
For COc1ccc2nc(C)cc(Nc3ccccc3O)c2c1 the results were Coupling enz 2, MBNL1 CUG block 4%, GALK inh 10%, S-ASM inh -2%, AT treatment -1%[11.5 µM], a7 integrin act -60%[inhibitor], KCNH2 3.1 inh 19, TRPV1 ag 2 and MLL CXXC-DNA inh 9%.
Screening CCCOc1ccc(C(CC(=O)O)NC(=O)c2ccc3c(c2)OCO3)cc1 (stereo not given) returned Coupling enz 3, MBNL1 CUG block -1%, KCNH2 WT inh -1, GALK inh -1%, S-ASM inh 5%, AT treatment -2%, a7 integrin act inconclusive, KCNH2 3.1 inh -6, TRPV1 ag 0 and MLL CXXC-DNA inh 2%.
For CCN(c1ccccc1)S(=O)(=O)c1c[nH]c2ccc([N+](=O)[O-])cc12 the results were Coupling enz 0, MBNL1 CUG block 20%, KCNH2 WT inh 5, GALK inh -3%, S-ASM inh -11%, AT treatment 1%, a7 integrin act 15%, KCNH2 3.1 inh -10, TRPV1 ag 5 and MLL CXXC-DNA inh -4%.
CSCCC(NC(=O)c1ccccc1Cl)C(=O)NCCc1ccccn1 (stereo not given) was read as KCNH2 WT inh 1, S-ASM inh 2%, AT treatment -12%, a7 integrin act 1% and KCNH2 3.1 inh 4.
CCOC(=O)C1C(=O)CC(O)(c2ccccc2)CC1c1ccccc1 (stereo not given) was read as Coupling enz 17, MBNL1 CUG block -5%, KCNH2 WT inh 12, GALK inh 1%, S-ASM inh 1%, a7 integrin act -13%, KCNH2 3.1 inh 3, TRPV1 ag -2 and MLL CXXC-DNA inh -18%.
c1ccc(Nc2nc3ccccc3[nH]2)nc1 was read as Coupling enz -5, MBNL1 CUG block -27%, KCNH2 WT inh 16, GALK inh 4%, S-ASM inh -1%, AT treatment 7%, a7 integrin act -36%, KCNH2 3.1 inh -1, TRPV1 ag 0 and MLL CXXC-DNA inh 2%.
Screening CCc1ccc(NC(=O)CSc2nnc(-c3cccs3)n2CC)cc1 returned Coupling enz 0, MBNL1 CUG block -12%, KCNH2 WT inh 23, GALK inh 2%, S-ASM inh -2%, a7 integrin act 15%, KCNH2 3.1 inh -1, TRPV1 ag -2 and MLL CXXC-DNA inh 19%.
For Cc1ccc(CN(C(=O)Cn2nnc3ccccc32)C(C(=O)NCc2ccco2)c2cccs2)cc1 (stereo not given) the results were Coupling enz -1, MBNL1 CUG block 4%, KCNH2 WT inh 3, GALK inh 2%, S-ASM inh -11%, AT treatment 11%, a7 integrin act -5%, KCNH2 3.1 inh -6, TRPV1 ag 4 and MLL CXXC-DNA inh -7%.
Screening O=C(/C=C/c1ccccc1[N+](=O)[O-])Oc1ccccc1 returned Coupling enz 0, MBNL1 CUG block inconclusive, GALK inh 5%, AT treatment 1%, TRPV1 ag 5 and MLL CXXC-DNA inh 3%.

Screening results from PubChem.
